Bioassay records (PubChem)
LRH-1 inv ag – LRH-1 (NR5A2) inverse agonists, primary screen, cell-based, luminescence, HEK293T, StAR-luciferase reporter; Nuclear receptor subfamily 5 group A member 2 (Homo sapiens), O00482; LRH-1 transfected, 24 h; inhibition, % at 3.6 µM; actives 0.13% (n = 360,000); AID 602396, 2012;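 active = inhibition above the mean inhibition of all tested compounds plus 3 SD, cut at about 73% in these data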;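 note: 0% = DMSO wells and 100% = reporter-only cells lacking LRH-1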
SRC1 inh – SRC1 coactivator transcriptional activity inhibitors, primary screen, cell-based, luminescence; AID 588354, 2011; HEK293 GAL4-SRC1 luciferase reporter; actives 0.12% (n = 360,000); inhibition, % at 3.6 µM;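 active = inhibition above the campaign mean plus 3 SD, with each screening campaign given its own cutoff, cut at about 60% in these data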;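 note: 0% = DMSO treated cells and 100% = gossypol at 36 µM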
SRC3 inh – SRC3 coactivator transcriptional activity inhibitors, primary screen, cell-based, luminescence | Nuclear receptor coactivator 3 (Homo sapiens), Q9Y6Q9 | HEK293 GAL4-SRC3 luciferase reporter | inhibition, % at 3.6 µM | actives 0.17% (n = 360,000) | AID 588352, 2011;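 active = inhibition above a per-campaign cutoff, the mean of all compounds plus 3 SD, cut at about 60% in these data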;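 note: 0% = DMSO-treated cells and 100% = gossypol-treated cells at 36 µM; higher means less SRC3-driven luciferase light from the GAL4 reporter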
Target sequence (Q9Y6Q9 whole entry, looked up, the tested form may be a part): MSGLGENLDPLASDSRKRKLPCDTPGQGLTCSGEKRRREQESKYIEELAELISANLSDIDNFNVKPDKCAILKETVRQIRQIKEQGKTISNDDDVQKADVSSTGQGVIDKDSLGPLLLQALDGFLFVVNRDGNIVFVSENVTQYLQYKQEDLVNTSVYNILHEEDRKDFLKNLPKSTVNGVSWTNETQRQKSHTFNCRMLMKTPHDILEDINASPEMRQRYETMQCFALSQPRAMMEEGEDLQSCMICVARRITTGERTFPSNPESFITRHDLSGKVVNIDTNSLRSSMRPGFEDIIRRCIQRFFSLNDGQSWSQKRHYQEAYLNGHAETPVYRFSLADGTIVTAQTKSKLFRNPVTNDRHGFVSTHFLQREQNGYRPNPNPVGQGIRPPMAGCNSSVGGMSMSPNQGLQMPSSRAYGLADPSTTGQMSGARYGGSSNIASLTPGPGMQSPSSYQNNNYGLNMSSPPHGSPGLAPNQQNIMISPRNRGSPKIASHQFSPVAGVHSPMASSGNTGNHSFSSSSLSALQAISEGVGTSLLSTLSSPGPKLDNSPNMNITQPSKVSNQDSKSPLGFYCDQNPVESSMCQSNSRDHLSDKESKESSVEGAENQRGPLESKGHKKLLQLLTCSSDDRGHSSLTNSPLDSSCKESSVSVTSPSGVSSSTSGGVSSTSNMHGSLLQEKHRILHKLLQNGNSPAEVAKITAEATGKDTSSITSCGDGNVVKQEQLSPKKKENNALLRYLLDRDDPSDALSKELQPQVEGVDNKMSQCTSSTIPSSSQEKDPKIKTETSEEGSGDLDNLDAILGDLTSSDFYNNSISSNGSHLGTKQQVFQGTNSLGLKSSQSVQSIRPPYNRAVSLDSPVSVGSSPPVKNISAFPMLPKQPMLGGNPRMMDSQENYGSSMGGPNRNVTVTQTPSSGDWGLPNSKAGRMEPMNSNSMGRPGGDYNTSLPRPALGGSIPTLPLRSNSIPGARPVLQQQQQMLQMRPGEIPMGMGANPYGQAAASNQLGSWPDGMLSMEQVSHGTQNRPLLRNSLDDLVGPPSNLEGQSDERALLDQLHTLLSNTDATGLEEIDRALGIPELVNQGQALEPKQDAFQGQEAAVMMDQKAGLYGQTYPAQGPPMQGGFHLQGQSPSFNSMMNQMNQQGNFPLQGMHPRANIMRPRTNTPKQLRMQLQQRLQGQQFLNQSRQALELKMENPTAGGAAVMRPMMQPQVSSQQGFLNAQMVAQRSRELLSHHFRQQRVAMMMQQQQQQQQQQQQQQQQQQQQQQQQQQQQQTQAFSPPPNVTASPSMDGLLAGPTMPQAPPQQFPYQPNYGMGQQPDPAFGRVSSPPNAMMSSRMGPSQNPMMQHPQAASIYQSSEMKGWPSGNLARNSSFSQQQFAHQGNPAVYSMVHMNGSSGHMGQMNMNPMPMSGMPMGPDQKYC
NOD2-RIPK2 inh – NOD2-RIPK2 binding disruptors in cells, primary screen, fluorescence, CHO cells, BLA complementation | Receptor-interacting serine/threonine-protein kinase 2 (Homo sapiens), O43353 | CCF4 ratio | inhibition, % at 4.98 µM | actives 0.38% (n = 360,000); in the data active = inhibition above about 21%;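 note: 0% = vehicle only and 100% = reference blocker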
C8 TRAIL sens – viability loss with TRAIL in NB7+C8 cells, primary screen, TRAIL sensitizer project, cell-based, ATPlite luminescence | AID 624354, 2012 | actives 1% (n = 360,000) | inhibition (viability loss, TRAIL sensitization), % at 10 µM;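 active = compounds causing at least 50% loss of cell viability in the single-dose screen, relative to plate controls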
NCOA2 inhibitor – inhibition of GAL4-SRC2 driven luciferase reporter, primary screen, SRC2 inhibitor project, cell-based, luminescence. Nuclear receptor coactivator 2 (Homo sapiens), Q15596. HEK293 GAL4-SRC2 luciferase reporter. inhibition, % at 9 µM. actives 0.17% (n = 370,000). AID 651957, 2012;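 active = inhibition above the mean inhibition of all tested compounds plus 3 SD, set per campaign, cut at about 52% in these data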;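 note: 0% = DMSO treated cells and 100% = cells given Gossypol at 36 µM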
TLR9-MyD88 block – inhibitors of TLR9-MyD88 association in cells, primary screen, cell-based, CHO, BLA complementation, fluorescence | actives 0.21% (n = 340,000) | CCF4 FRET ratio | inhibition, % at 4.98 µM;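 active = inhibition above the mean over all tested compounds plus 3 SD, cut at about 21% in these data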;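 note: 0% = DMSO only wells and 100% = clavulanate BLA inhibitor control wells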
TROY signal inh – inhibitors of TROY-driven NF-kB signaling, primary screen, Q293 LMP1-TROYcd cells, NF-kB luciferase, uHTS. actives 0.98% (n = 360,000). inhibition, % at 10 µM. Q293 LMP1-TROYcd NF-kB luciferase reporter, 4 h;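 active = compounds whose plate-normalised and pattern-corrected inhibition of the luciferase reporter signal at the single screening dose is 50% or more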
Vif imaging – HIV Vif self-association inhibitors, primary screen, imaging, HEK293T, single point; HEK293T cells, Vif self-association by quenched fluorescence, 24 h; inhibition, % at 7.49 µM; actives 0.35% (n = 340,000); in the data active = inhibition above about 50%, passing the limit was not always enough; note: some results filed as inactive read as strong as hits
COUP-TFII inh – NR2F2 transcriptional activity inhibitors, primary screen, cell-based, luciferase reporter, HEK293T, luminescence; COUP transcription factor 2 (Homo sapiens), P24468; HEK293T NGFI-A luciferase reporter; inhibition, % at 8.6 µM; actives 0.7% (n = 370,000);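 active = inhibition above a per-plate cutoff, mean inhibition of test wells between control levels plus 3 SD, cut at about 38% in these data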;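 note: cells cotransfected with COUP-TFII expression vector driving the NGFI-A reporter; 0% = median of COUP-TF2 test wells and 100% = reporter-only cells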
EBV LMP1 NFkB – EBV LMP1-driven NF-kappaB luciferase reporter inhibitors, primary screen, cell-based, luminescence, single point; actives 0.69% (n = 350,000); inhibition, % at 12.5 µM; LMP1-induced NF-kappaB luciferase reporter cells; AID 504558, 2011; in the data active = inhibition above about 41%;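 note: 0% = neutral control wells and 100% = reference inhibitor control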
* hit, by the source's call. Only part of the results is shown, so the mix of outcomes need not match the whole.

What do the screens show for `Cc1cc(NC(=O)c2cc(-c3ccco3)on2)no1`?
LRH-1 inv ag: -3; SRC1 inh: -7; SRC3 inh: 21; NOD2-RIPK2 inh: 3; C8 TRAIL sens: 3; NCOA2 inhibitor: 18; TLR9-MyD88 block: 1; TROY signal inh: -33; Vif imaging: 16; COUP-TFII inh: 16; EBV LMP1 NFkB: 12

How did C=CCOc1c2ccc(C(=O)NCc3ccccc3OC)cc2nn1C do in these assays?
LRH-1 inv ag: 8; SRC1 inh: -27; SRC3 inh: 10; NOD2-RIPK2 inh: -3; C8 TRAIL sens: 16; NCOA2 inhibitor: -23; TLR9-MyD88 block: 3; TROY signal inh: 0; Vif imaging: 2; COUP-TFII inh: -17; EBV LMP1 NFkB: 0

Results for COc1cccc(C2/C(=C(\O)c3ccc4c(c3)OCCO4)C(=O)C(=O)N2c2nnc(C)s2)c1 (stereo not drawn) ?
LRH-1 inv ag: -6; SRC1 inh: -14; SRC3 inh: -17; NOD2-RIPK2 inh: 0; C8 TRAIL sens: 5; NCOA2 inhibitor: -2; TLR9-MyD88 block: 0; TROY signal inh: -17; Vif imaging: 18; COUP-TFII inh: -15; EBV LMP1 NFkB: -3

Results for COc1ccccc1NC(=O)c1ccc(S(=O)(=O)N(C)c2ccccc2)cc1 ?
LRH-1 inv ag: 11; SRC1 inh: -42; SRC3 inh: 27; NOD2-RIPK2 inh: 4; C8 TRAIL sens: 2; NCOA2 inhibitor: 5; TLR9-MyD88 block: 9; TROY signal inh: -21; Vif imaging: 5; COUP-TFII inh: -7; EBV LMP1 NFkB: 5

What do the screens show for `O=c1c2ccccc2ncn1CCCCOc1ccc(Br)cc1`?
LRH-1 inv ag: -4; SRC1 inh: 16; SRC3 inh: 11; NOD2-RIPK2 inh: 5; C8 TRAIL sens: -1; NCOA2 inhibitor: -10; TLR9-MyD88 block: 11; TROY signal inh: 24; Vif imaging: -13; COUP-TFII inh: -2; EBV LMP1 NFkB: 6

Results for Cc1cc(=O)n(CC(C)C)c(O)c1C#N ?
LRH-1 inv ag: -4; SRC1 inh: 2; SRC3 inh: 10; NOD2-RIPK2 inh: -14; C8 TRAIL sens: -2; NCOA2 inhibitor: -4; TLR9-MyD88 block: 7; TROY signal inh: 6; Vif imaging: -1; COUP-TFII inh: -1; EBV LMP1 NFkB: -4

How did CC(=O)Nc1nc(=O)c2ccccc2s1 do in these assays?
LRH-1 inv ag: 2; SRC1 inh: 6; SRC3 inh: 3; NOD2-RIPK2 inh: 1; C8 TRAIL sens: -7; NCOA2 inhibitor: 3; TLR9-MyD88 block: 5; TROY signal inh: 9; Vif imaging: -4; COUP-TFII inh: -2; EBV LMP1 NFkB: -7

How did COc1ccc(C(=O)Nc2cccc(S(=O)(=O)N3CCCC3)c2)cc1S(=O)(=O)N1CCOCC1 do in these assays?
LRH-1 inv ag: 7; SRC1 inh: 0; SRC3 inh: 9; NOD2-RIPK2 inh: 0; C8 TRAIL sens: -2; NCOA2 inhibitor: -22; TLR9-MyD88 block: -7; TROY signal inh: -7; Vif imaging: -6; COUP-TFII inh: 4; EBV LMP1 NFkB: 3

Results for Fc1cccc(Cc2c(-c3cccc(Cl)c3)nc3c4ccccc4ccn23)c1 ?
LRH-1 inv ag: 30; SRC1 inh: -23; SRC3 inh: -37; NOD2-RIPK2 inh: -7; C8 TRAIL sens: -10; NCOA2 inhibitor: -14; TROY signal inh: -40; COUP-TFII inh: 4

Results for O=[N+]([O-])c1ncccc1Oc1nc(-c2cccnc2)nc2ccccc12 ?
LRH-1 inv ag: 17; SRC1 inh: -14; SRC3 inh: 11; NOD2-RIPK2 inh: -10; C8 TRAIL sens: 6; NCOA2 inhibitor: -24; TLR9-MyD88 block: 5; TROY signal inh: 6; Vif imaging: 15; COUP-TFII inh: 6; EBV LMP1 NFkB: -1

How did CN(Cc1ccccc1)S(=O)(=O)CCNC(=O)c1ccc2c(c1)OCO2 do in these assays?
LRH-1 inv ag: -25; SRC1 inh: -11; SRC3 inh: -4; NOD2-RIPK2 inh: 2; C8 TRAIL sens: -2; NCOA2 inhibitor: 8; TLR9-MyD88 block: -2; TROY signal inh: 8; Vif imaging: -3; COUP-TFII inh: -3; EBV LMP1 NFkB: -3

What do the screens show for `NC(=O)CSc1nnc(-c2ccco2)n1-c1ccc(F)cc1`?
LRH-1 inv ag: 4; SRC1 inh: -5; SRC3 inh: -2; NOD2-RIPK2 inh: -4; C8 TRAIL sens: 4; NCOA2 inhibitor: 3; TLR9-MyD88 block: 4; TROY signal inh: -18; Vif imaging: -4; COUP-TFII inh: -4; EBV LMP1 NFkB: -2

What do the screens show for `CCCCCn1c(=S)[nH]c2cc(C(=O)N3CCN(C(=O)OCC)CC3)ccc2c1=O`?
LRH-1 inv ag: -11; SRC1 inh: 16; SRC3 inh: 22; NOD2-RIPK2 inh: -10; C8 TRAIL sens: 5; NCOA2 inhibitor: 2; TLR9-MyD88 block: -9; TROY signal inh: 14; Vif imaging: -9; COUP-TFII inh: 10; EBV LMP1 NFkB: 6

How did Cc1ccc2c(c1)C(=O)C(=O)N2CC(=O)Nc1ccccc1NC(=O)c1ccccn1 do in these assays?
LRH-1 inv ag: 3; SRC1 inh: -7; SRC3 inh: 4; NOD2-RIPK2 inh: 2; C8 TRAIL sens: 4; NCOA2 inhibitor: -4; TLR9-MyD88 block: 2; TROY signal inh: -9; Vif imaging: -12; COUP-TFII inh: 5; EBV LMP1 NFkB: 9

Results for COc1ccc(CSc2nc(CSC)cc(N3CCOCC3)n2)cc1 ?
LRH-1 inv ag: -17; SRC1 inh: 0; SRC3 inh: -1; NOD2-RIPK2 inh: 3; C8 TRAIL sens: -3; NCOA2 inhibitor: -10; TLR9-MyD88 block: -2; TROY signal inh: -4; Vif imaging: 1; COUP-TFII inh: -14; EBV LMP1 NFkB: -13

What do the screens show for `Cn1c(SCc2nn[nH]n2)nc2c1c(=O)n(Cc1ccccc1Cl)c(=O)n2C`?
LRH-1 inv ag: -10; SRC1 inh: 1; SRC3 inh: 0; NOD2-RIPK2 inh: 3; C8 TRAIL sens: -12; NCOA2 inhibitor: 16; TLR9-MyD88 block: -9; TROY signal inh: 10; Vif imaging: -4; COUP-TFII inh: 3; EBV LMP1 NFkB: -2

Results for COc1ccc(CNC(=O)CCCn2nc([N+](=O)[O-])cc2C)cc1 ?
LRH-1 inv ag: 1; SRC1 inh: 1; SRC3 inh: 14; NOD2-RIPK2 inh: 3; C8 TRAIL sens: -11; NCOA2 inhibitor: -43; TLR9-MyD88 block: 3; TROY signal inh: -9; Vif imaging: 8; COUP-TFII inh: 13; EBV LMP1 NFkB: 0

Results for Brc1ccc(-c2csc(N/N=C/c3cccnc3)n2)cc1 ?
LRH-1 inv ag: -46; SRC1 inh: -7; SRC3 inh: -20; NOD2-RIPK2 inh: 4; C8 TRAIL sens: 3; NCOA2 inhibitor: -1; TLR9-MyD88 block: 2; TROY signal inh: 31; Vif imaging: 3; COUP-TFII inh: 11; EBV LMP1 NFkB: -18

What do the screens show for `COc1cccc(Oc2nnnn2-c2ccccc2)c1`?
LRH-1 inv ag: -77; SRC1 inh: -71; SRC3 inh: -70; NOD2-RIPK2 inh: -125; C8 TRAIL sens: 4; NCOA2 inhibitor: -21; TLR9-MyD88 block: -5; TROY signal inh: -48; Vif imaging: -8; COUP-TFII inh: -42; EBV LMP1 NFkB: -10

How did COc1ccc(-c2cc3ccccc3oc2=O)cc1NC(=O)c1cccnc1 do in these assays?
LRH-1 inv ag: -30; SRC1 inh: -3; SRC3 inh: -33; NOD2-RIPK2 inh: 1; C8 TRAIL sens: 5; NCOA2 inhibitor: -31; TLR9-MyD88 block: 6; TROY signal inh: 1; Vif imaging: -5; COUP-TFII inh: -8; EBV LMP1 NFkB: -24

What do the screens show for `O=C(NCCN1CCN(Cc2ccccc2)CC1)Nc1cc(Cl)cc(Cl)c1`?
LRH-1 inv ag: 6; SRC1 inh: -1; SRC3 inh: 19; NOD2-RIPK2 inh: -5; C8 TRAIL sens: 13; NCOA2 inhibitor: 16; TLR9-MyD88 block: -12; TROY signal inh: 6; Vif imaging: 7; COUP-TFII inh: -13; EBV LMP1 NFkB: 3

How did COC(CNC(=O)C1CCCCC1C(=O)O)OC (stereo not drawn) do in these assays?
LRH-1 inv ag: -4; SRC1 inh: -8; SRC3 inh: -14; NOD2-RIPK2 inh: -15; C8 TRAIL sens: -8; NCOA2 inhibitor: -8; TLR9-MyD88 block: 2; TROY signal inh: -12; Vif imaging: 0; COUP-TFII inh: -2; EBV LMP1 NFkB: 2

Results for Cc1cc(-n2c(C)cc(C(=O)COc3ccccc3[N+](=O)[O-])c2C)no1 ?
LRH-1 inv ag: -23; SRC1 inh: -42; SRC3 inh: -18; NOD2-RIPK2 inh: 0; C8 TRAIL sens: 0; NCOA2 inhibitor: -46; TLR9-MyD88 block: -6; TROY signal inh: -14; Vif imaging: -1; COUP-TFII inh: -39; EBV LMP1 NFkB: -9

Results for COc1ccc(NC(=O)N(C)C[C@H]2Oc3ccc(NC(=O)CCN4CCOCC4)cc3C(=O)N([C@@H](C)CO)C[C@H]2C)cc1 ?
LRH-1 inv ag: 10; SRC1 inh: -15; SRC3 inh: 20; NOD2-RIPK2 inh: -14; C8 TRAIL sens: -14; NCOA2 inhibitor: 22; TLR9-MyD88 block: 3; TROY signal inh: -6; Vif imaging: 24; COUP-TFII inh: 3; EBV LMP1 NFkB: 9

Results for CCn1c(=O)c2cc(C(=O)N(C)c3ccc(OC)cc3OC)sc2c2ccccc21 ?
LRH-1 inv ag: 18; SRC1 inh: -18; SRC3 inh: 7; NOD2-RIPK2 inh: 3; C8 TRAIL sens: -1; NCOA2 inhibitor: -18; TLR9-MyD88 block: -3; TROY signal inh: 22; Vif imaging: 22; COUP-TFII inh: -19; EBV LMP1 NFkB: 4

How did Cc1cccc(C)c1NC(=O)C(c1ccccc1)N1CCN(C)CC1 (stereo not drawn) do in these assays?
LRH-1 inv ag: 2; NOD2-RIPK2 inh: -4; C8 TRAIL sens: -4; NCOA2 inhibitor: -26; COUP-TFII inh: 6
